Screening results from PubChem.
Growth percent in the NCI-60 one-dose screen (48 h, 10 µM unless noted): 100 = growth as untreated, 0 = no growth, -100 = all killed.
OVCAR-4 = OVCAR-4 ovarian cancer cells | 3.7% of 80,000 active | AID 1794784
NCI-H522 = NCI-H522 lung cancer; 8% of 78,000 active; AID 1794739
NCI-H322M = NCI-H322M lung cancer | 2.7% of 80,000 active | AID 1794733
NCI-H226 = NCI-H226 lung cancer. AID 1794732. 3.5% of 79,000 active
IGROV1 = IGROV1 ovarian cancer; 4.7% of 79,000 active
SK-OV-3 = SK-OV-3 ovarian cancer cells | 3.2% of 80,000 active | AID 1794785
NCI/ADR-RES = NCI/ADR-RES ovarian cells. AID 1794790. 4.4% of 81,000 active
NCI-H23 = NCI-H23 lung cancer; 4% of 80,000 active
NCI-H460 = NCI-H460 lung cancer; 6.8% of 82,000 active; AID 1794736
Active calls of the source: *; / = not tested or not shown; & = joins results of further samples; ! = not confirmed by another sample; [ ] = remark or other dose. How the source made its calls: active means growth percent below 10; inactive means the rest.

Structure,OVCAR-4,NCI-H522,NCI-H322M,NCI-H226,IGROV1,SK-OV-3,NCI/ADR-RES,NCI-H23,NCI-H460
C/C(=C\c1ccc(Cl)c(Cl)c1)[N+](=O)[O-],-43*!,-87*!,100&95,98&98,-56*!,97&108,93&31,95&45,105&56
COc1cc([C@@H]2c3cc(O)c(OC)cc3C[C@H]3C(=O)OC[C@@H]23)ccc1O,104,86,108,/,99,93,105,103,104
Cc1ccc(C(OC2CC3CCC(C2)N3C)c2ccccc2)cc1 (configuration not stated),83,67,94,109,88,103,80,80,103
CC(C)(N)Cc1ccc(N)cc1,98,86,99,96,111,103,101,99,111
CC(C)(C)N(Cc1ccccc1)N=O,98,90,101,92,103,96,113,102,107
O=C1c2ccccc2-n2c(n[nH]c2=O)[C@@H]2CCCN12,102,76,102,94,111,88,105,105,107
O=C1C(NC(=O)C2CCCCC2)=C(N2CC2)C(=O)C(NC(=O)C2CCCCC2)=C1N1CC1,94,54,123,89,106,67,93,93,79
C1CNC2CCCC2C1 (configuration not stated),102,92,104,98,117,108,109,108,108
CCC[C@H]1CCCCN1,111,88,101,95,111,114,110,106,106
CC1(C)S[C@H]2CC[C@H]3OC(=O)[C@@H]1N23,97,89,99,98,39,111,94,95,110
CN[C@]1(c2ccccc2Cl)CCCC[C@@H]1NCCCN1CCN(C)CC1,98,93,111,93,99,87,99,102,108
CC[C@H](C)[C@H](NC(=O)CN(C)C)C(=O)N(C)[C@H](C(=O)NC12C3C4C1C1C2C3C41C(=O)N[C@@H](Cc1ccccc1)C[C@H](C)C(=O)OC)C(C)C (some centres not stated),101,91,102,103,108,101,93,94,105
CC(C)c1cc(Cl)cc(C(C)C)c1OCCN(C)C,111,82,86,88,89,88,94,93,115
C#Cc1cccc(NC(=O)C2CCN(S(=O)(=O)F)CC2)c1,113[8.25 µM],87[8.25 µM],110[8.25 µM],103[8.25 µM],108[8.25 µM],99[8.25 µM],104[8.25 µM],96[8.25 µM],108[8.25 µM]
O=C(O)Cc1ccc2c(c1)OCO2,105,94,94,97,101,98,93,86,101
CCOC(=O)C1C(C=C(C)C)C1(C)C (configuration not stated),116,97,140,107,120,105,99,101,103
C[C@H]1[C@H]2CO[C@@H](O)C3C4Cc5c([nH]c6ccccc56)[C@H](C[C@H]32)N41,102,84,93,96,97,97,93,89,104
CC1(C)N=C(N)N=C(N)N1c1ccc(OCCCCNC(=O)c2ccc(S(=O)(=O)F)cc2)c(Cl)c1,107,/,55,117,34,101,109,68,20
COc1cc2nc(Sc3sc(N)nc3C)n(-c3ccccc3)c(=O)c2cc1OC,100,74,97,98,105,106,112,100,109
Oc1ccc(C(Cc2ccccc2)N2CCCCC2)cc1 (configuration not stated),103,89,101,96,99,101,102,97,111
CN1CC(=O)[C@H]2C[C@]23c2cccc4[nH]cc(c24)C[C@@H]13,106,67,98,92,100,104,106,96,109
C=CCOC(=O)N1CC1,115,99,106,109,101,130,107,108,109
O=C1OC(Cl)c2ccccc21 (configuration not stated),102,/,105,92,111,106,101,98,103
N/C(=N\N=C\c1ccc(-c2ccccc2)cc1)N[N+](=O)[O-],61,18,53,74,35,35,19,41,16
COc1ccccc1N1COOC2(OOC1)C1CC3CC(C1)CC2C3,104,79,104,115,102,95,108,98,105
COc1ccccc1N1CCN(C(C)(C)C)CC1,110,88,104,108,100,100,97,93,114
CCCCOP(=O)(CC(C)C#N)OCCCC (configuration not stated),93,110,98,/,115,91,112,100,101
C1CN1c1nc(N2CC2)nc(N2CC2)n1,45,-12*,78,59,-3.6*,38,37,16,17
O=C(OC(C[N+](=O)[O-])C(Cl)(Cl)Cl)c1ccc(Cl)c(Cl)c1 (configuration not stated),110,105,91,94,110,105,101,100,105
N#C[C@@H](O[C@@H]1O[C@H](CO)[C@@H](O)[C@H](O)[C@H]1O)c1ccccc1,103,81,86,110,97,106,114,94,110
CC(=O)O[C@H](C[C@H](C(C)C)N(C)C(=O)[C@@H](NC(=O)[C@H]1CCCCN1C)C(C)C)c1nc(C(=O)N[C@@H](Cc2ccccc2)C[C@H](C)C(=O)O)c(CCOCc2ccccc2)s1,37,-47*,34,-57*,11,45,9.7*,24,6.0*
COC(=O)[C@@H](C)C[C@H](Cc1ccccc1)NC(=O)c1csc([C@@H](C[C@H](C(C)C)N(C)C(=O)[C@@H](NC(=O)[C@H]2CCCCN2C)c2ccc(F)cc2)OC(C)=O)n1,48,-2.9*,37,29,27,21,5.6*,26,3.6*
C[C@]12CC[C@H]3[C@@H](CCC4=CC(=O)CC[C@@H]43)[C@@H]1CC[C@@H]2OC(=O)c1ccccc1,75,33,90,/,83,94,84,71,91
CC(C)CC1N=C(NN=C2CCCCC2)SP1(=O)NNc1ncccn1 (configuration not stated),120,76,100,97,102,101,108,110,108
CC(C)C1NCCc2cc(O)c(O)cc21 (configuration not stated),98,78,92,93,108,89,102,93,107
NC1=NCC(c2ccccc2)O1 (configuration not stated),116,105,108,90,114,113,120,85,101
COc1cccc2c1c(C(=O)C(=O)Nc1ccn[nH]1)cn2Cc1ccc(F)cc1,110,97,98,76,85,96,109,96,78
Nc1ccc(N)c2c1Oc1ccccc1O2,110,/,97,84,6.9*,95,95,86,117
NC(=O)Cc1ccccc1,113,95,101,95,104,95,105,101,106
O=[N+]([O-])c1ccc(Cl)c([N+](=O)[O-])c1,117,72,106,116,99,107,102,101,99
CCOC(=O)CC(SP1(=S)OCC2(CCCCC2)CO1)C(=O)OCC (configuration not stated),105,/,107,105,104,105,104,106,105
CCC(C)C#N (configuration not stated),99,92,99,115,99,/,100,104,101
CNC(Cc1ccccc1)c1ccc(OC)cc1 (configuration not stated),100,104,102,89,99,98,106,103,100
CC(=O)[C@H]1CC[C@H]2[C@@H]3CC[C@@H]4C[C@H](O)CC[C@]4(C)[C@H]3CC[C@]12C,95,83,115,/,96,106,99,95,101
CC(=O)OC1CCC2(C)C(=CCC3C4CC(CN5CC5)C(=O)C4(C)CCC32)C1 (configuration not stated),83,-78*,/,98,89,98,101,/,88
COc1cc2c(c(OC)c1OC)-c1ccc([O-])c(=O)cc1[C@@H](NC(C)=O)CC2.COc1cc2c(c(OC)c1OC)-c1ccc([O-])c(=O)cc1[C@@H](NC(C)=O)CC2.[Cu+2],49,-25*,57,38,-0.2*,17,40,27,5.2*
CN[C@]1(c2ccccc2Cl)CCCC[C@H]1NCCCN1CCN(C)CC1,101,94,106,95,103,105,101,109,110
COC(=O)C1(c2cccs2)CCN(C)CC1,96,96,93,94,107,97,104,98,115
O=C1NC(=O)C(=Cc2cn(C[C@@H](O)Cn3c4ccccc4c(=O)c4ccccc43)c3ccccc23)C(=O)N1,96,87,81,63,86,85,95,94,79
COc1ccc(/C=C/C(=O)c2nc3ccccc3n2Cc2ccc(F)cc2)cc1OC,83,89,97,85,103,95,84,91,88
CC(C)N(C(=O)C(Cl)Cl)C(C)C,87,99,106,/,108,104,108,105,108
CC(C)CCC[C@@H](C)[C@H]1CC[C@H]2[C@@H]3C/C(=N\OC(=O)CCCc4ccc(N(CCCl)CCCl)cc4)C4=CC(=O)CC[C@]4(C)[C@H]3CC[C@]12C,106,63,70,/,86,89,75,86,50
Nc1nc(N)nc(Cl)n1,96,86,102,100,92,100,/,100,101
[N-]=[N+]=Nc1ccc(C(=O)O)cc1,110,89,103,104,117,98,103,106,111
O=[N+]([O-])c1c(Br)sc(Br)c1[N+](=O)[O-],31,-73*,85,88,3.3*,99,-24*,37,75
CC12CC[C@H](O)C=C1/C(=N/O)CC1C2CCC2(C)C1CC[C@@H]2O (some centres not stated),/,90,/,97,94,95,101,103,/

(listing goes on)
Structure,OVCAR-4,NCI-H522,NCI-H322M,NCI-H226,IGROV1,SK-OV-3,NCI/ADR-RES,NCI-H23,NCI-H460
COC(=O)C(Cl)Cl,100,105,116,106,102,115,110,104,109
Cc1ccccc1NC(=O)NCCN1CC1,93&114,72&98,97&116,104&83,74&106,109&102,95,97&100,104&107
Cc1cc2c(cc1-c1cccc(/C=C/C(=O)O)c1)C(C)(C)CCC2(C)C,83,76,98,75,97,65,83,78,83
CCC1CN1P1(=O)OCC(C)([N+](=O)[O-])CO1 (configuration not stated),109,119,132,117,127,119,103,109,108
c1ccc2c(c1)C1c3cccc[n+]3C2CC1n1c2ccccc2c2ccccc21 (configuration not stated),97,96,107,103,114,113,108,112,109
CCOc1ccc(C=C(C#N)C#N)cc1,87,73,109,105,113,103,109,102,118
CC(N)CCc1ccccc1 (configuration not stated),103,104,113,/,106,89,102,102,110
CCN(CC)CCOC(=O)C(OC(C)C)(c1ccccc1)c1ccccc1,103,82,100,100,87,94,100,99,100

Part of the list above in a different format:
SMILES: COC(=O)[C@@H](C)C[C@H](Cc1ccccc1)NC(=O)c1csc([C@@H](C[C@H](C(C)C)N(C)C(=O)[C@@H](NC(=O)[C@H]2CCCCN2C)c2ccc(F)cc2)OC(C)=O)n1
- OVCAR-4: 48
- NCI-H522: -2.9*
- NCI-H322M: 37
- NCI-H226: 29
- IGROV1: 27
- SK-OV-3: 21
- NCI/ADR-RES: 5.6*
- NCI-H23: 26
- NCI-H460: 3.6*

SMILES: C[C@]12CC[C@H]3[C@@H](CCC4=CC(=O)CC[C@@H]43)[C@@H]1CC[C@@H]2OC(=O)c1ccccc1
- OVCAR-4: 75
- NCI-H522: 33
- NCI-H322M: 90
- NCI-H226: /
- IGROV1: 83
- SK-OV-3: 94
- NCI/ADR-RES: 84
- NCI-H23: 71
- NCI-H460: 91

Nothing new here: entries from further up.
Structure,OVCAR-4,NCI-H522,NCI-H322M,NCI-H226,IGROV1,SK-OV-3,NCI/ADR-RES,NCI-H23,NCI-H460
C/C(=C\c1ccc(Cl)c(Cl)c1)[N+](=O)[O-],-43*!,-87*!,100&95,98&98,-56*!,97&108,93&31,95&45,105&56
COc1cc([C@@H]2c3cc(O)c(OC)cc3C[C@H]3C(=O)OC[C@@H]23)ccc1O,104,86,108,/,99,93,105,103,104
Cc1ccc(C(OC2CC3CCC(C2)N3C)c2ccccc2)cc1 (configuration not stated),83,67,94,109,88,103,80,80,103
CC(C)(N)Cc1ccc(N)cc1,98,86,99,96,111,103,101,99,111

Additional records.
Structure,OVCAR-4,NCI-H522,NCI-H322M,NCI-H226,IGROV1,SK-OV-3,NCI/ADR-RES,NCI-H23,NCI-H460
C=CCC1(CCC)C(=O)NC(=O)NC1=O,115,94,118,91,99,/,111,106,111
Nc1ccc2c(c1)Cc1ccccc1-2,104,90,96,91,103,93,100,92,97
Cc1c(CCN)ccc2c1[nH]c1ccccc12,80,76,66,72,68,83,101,92,80
O=S1(=O)OCCO1,99,96,95,103,106,117,100,96,103
CC(C)OC(=S)S,93&108,101&104,110&103,101&92,120&117,105&111,108&95,113&92,111&110
Nc1ccc(OCCCCNC(=O)c2ccc(S(=O)(=O)F)cc2)c(Cl)c1,84,85,90,95,104,86,96,95,103
CCC/C=C\CC/C=C/C=C/[C@H]1CCC[C@@H](CCCCO)N1,98,65,105,99,102,109,104,103,111
CCCCCCOC(CN(C)C)C(Cl)(Cl)Cl (configuration not stated),115,94,89,95,/,108,108,102,105
OCCN=Cc1c[nH]c2ccccc12,94,95,102,84,104,99,100,92,103
O=[N+]([O-])/C=C/c1ccc(Cl)cc1[N+](=O)[O-],10.0*,43,97,89,18,99,32,66,58
CCCCCCCOC(N)=O,95,101,105,104,111,101,90,89,122
C=CCOC(=O)C1C(C(=O)O)C2(Cl)C(Cl)=C(Cl)C1(Cl)C2(Cl)Cl (configuration not stated),114,94,108,100,99,109,98,97,106

This is a subset; count on the stated rates, not on these rows.
